# USP2a inh: qHTS Assay for Inhibitors of Ubiquitin-specific Protease USP2a Using CHOP2 as the Reporter. hit rate 0.01% among 330,000. USP2 core, Ub-CHOP2 coupled fluorogenic reporter, 485/531. AID 463254, 2010. Ubiquitin carboxyl-terminal hydrolase 2 (Homo sapiens), O75604. Potency, µM (highest dose often 38.3 µM), without a hit: at the highest dose activity change, negative = inhibition, actives largely listed as inhibitors;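 also: potency is read from the fitted curve at half-maximal effect; plate controls were DMSO wells for no effect and full inhibition by NEM control for full effect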
#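 USP2 core (10nM final) preincubated 30min RT with compound in 20mM Tris-HCl pH 8.0, 2mM CaCl2, 2mM beta-mercaptoethanol, 0.05% CHAPS; 25nM Ub-CHOP2 plus 25nM reporter substrate added, fluorescence (Ex485/Em531) read after 60min.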
# Mito fusion yeast: qHTS Assay for Small Molecule Inhibitors of Mitochondrial Division or Activators of Mitochondrial Fusion; S. cerevisiae fusion-defective mutant growth rescue, CellTiterGlo 48 h; Potency, µM (series often up to 46.1 µM), for the others: at the top dose growth rescue (activation), most hits filed as activators; hit rate 0.23% among 320,000; AID 485298, 2010;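 also: potency is read from the fitted curve at half-maximal effect; % of control where 0% means no effect; nearly all actives have a fitted effect of over 45% in size; temperature-sensitive fusion mutants such as fzo1-1 at 37 °C on non-fermentable ethanol glycerol medium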
#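 Read-out: ATP-based luminescence (CellTiterGlo, 10 min ambient) reporting growth of fusion-defective ts yeast after 48 hours at 37C on glycerol/ethanol YPEG medium in the presence of compound.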
# TSHR antagonist: Antagonists of the Thyroid Stimulating Hormone Receptor: HTS campaign. TSHR-expressing cells, TSH-stimulated cAMP HTRF, 2 h; stronger effect = lower value. activity change, negative = inhibition, % at 11.5 µM. hit rate 0.2% among 330,000. AID 504810, 2011;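 active = activity change below a set negative limit, meaning inhibition stronger than a set level, cut at about -70% in these data; inconclusive = activity change between two set negative limits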; also: % is scaled to controls: 0 for no effect and ±100 for the full control effect
#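 Freshly harvested TSHR cells receive pin-tooled compound, then EC80 TSH at 4nM final. After 2 hours at 37 deg C, antibody in lysis buffer and cAMP-d2 are added; 30 minutes at ambient temperature precede the HTRF read.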
# Chronic BCR inh: qHTS Assay to Find Inhibitors of Chronic Active B-Cell Receptor Signaling; ABC-DLBCL IkBa-CBG/CBR reporter, luminescence ratio, 4 h; Potency, µM (doses to about 46.1 µM), inactives show at the top dose ratio change, negative = lower green/red ratio, actives largely listed as inhibitors; hit rate 0.05% among 340,000; active = well fitted inhibition curve with a large enough effect in the signal ratio, with a control signal flat, not every such curve was filed as active; inconclusive = small, poorly fitted or top-dose-only effect, or effect the other way, or a change in a side signal; the % refers to the signal ratio;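 also: potency is read from the fitted curve at half-maximal effect; plate controls were basal doxycycline-induced cells for no effect and cells given 10 µM MG132 for full effect; MG132 reads +100%, hits lower the ratio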
#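 Compounds up to 46 uM were incubated four hours with TMD8 cells whose green CBG68 luciferase is fused to IkappaBalpha; red CBR luminescence normalised the signal, and concentration-effect curves were fitted to fusion, red and ratio data.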
# hERG WT inh: qHTS for Inhibitors of KCHN2 3.1: Wildtype qHTS; activity change, % at 1.84 µM; AID 720551, 2013; Voltage-gated inwardly rectifying potassium channel KCNH2 (Homo sapiens), Q12809; hit rate 0.37% among 340,000; U2OS, BacMam KCNH2, thallium flux FluxOr; stronger effect = lower value;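 active = maximum activity change below -70%; inconclusive = maximum activity change between -70% and -50%; inactive = maximum activity change above -50%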; also: % is scaled to controls: 0 for no effect and ±100 for the full control effect
#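 U2OS cells transduced with wild-type KCNH2 virus are loaded with FluxOr dye for 45 min, and thallium flux is measured in kinetic reads before and after stimulation buffer. Rate constants are normalized to DMSO controls.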
# MBNL1 CUG block: qHTS Assay for Inhibitors of MBNL1-poly(CUG) RNA binding. TR-FRET MBNL1-His/biotin-(CUG)12 binding, 665/545 ratio. Potency, µM (titrated, usually from 57.5 µM), without a hit: at the top dose activity change, negative = inhibition, usual class: inhibitors. hit rate 0.036% among 280,000; active = well fitted inhibition curve with a large enough effect in the signal ratio, with a control signal flat, not every such curve was filed as active; inconclusive = small, poorly fitted or top-dose-only effect, or effect the other way, or a change in a side signal; inactive = no such curve, though single readings can be large or run the other way; the % refers to the signal ratio; also: potency is read from the fitted curve at half-maximal effect; % is scaled to controls: 0 for no effect and ±100 for the full control effect
#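 TR-FRET readout: Ex 340 nm, 665/545 nm emission ratio, normalized to buffer-only (basal) and MBNL1-(CUG)12 controls. Complex of MBNL1-His with Biotin-(CUG)12, compounds 92 nM–58 uM, incubated 60 min at room temperature.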
# Eya2 phos inh: qHTS Assay for Inhibitors of the Phosphatase Activity of Eya2. Protein phosphatase EYA2 (Homo sapiens), O00167. recombinant Eya2, OMFP fluorescence dephosphorylation (OMFP is methylfluorescein phosphate). Potency, µM (top dose mostly 76.9 µM), without a hit: at the top dose activity, negative = inhibition, most hits filed as inhibitors. hit rate 0.006% among 330,000. AID 488837, 2010; also: potency is read from the fitted curve at half-maximal effect; % is scaled to controls: 0 for no effect and ±100 for the full control effect
# Target sequence (O00167 whole entry, looked up): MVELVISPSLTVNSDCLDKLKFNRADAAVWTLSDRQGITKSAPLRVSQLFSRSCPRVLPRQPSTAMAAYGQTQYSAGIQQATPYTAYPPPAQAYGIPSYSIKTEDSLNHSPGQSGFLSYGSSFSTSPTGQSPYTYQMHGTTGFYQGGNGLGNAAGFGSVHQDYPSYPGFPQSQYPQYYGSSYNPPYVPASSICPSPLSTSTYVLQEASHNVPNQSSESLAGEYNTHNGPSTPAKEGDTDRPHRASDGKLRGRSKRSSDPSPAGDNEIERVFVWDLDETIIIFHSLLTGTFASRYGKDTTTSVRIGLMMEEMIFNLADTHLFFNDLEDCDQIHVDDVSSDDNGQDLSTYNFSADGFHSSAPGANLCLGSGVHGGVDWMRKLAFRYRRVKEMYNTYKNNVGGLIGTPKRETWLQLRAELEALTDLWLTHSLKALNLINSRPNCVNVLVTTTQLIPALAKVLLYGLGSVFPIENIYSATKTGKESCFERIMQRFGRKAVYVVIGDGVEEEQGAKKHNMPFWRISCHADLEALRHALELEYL
#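 Eya2 protein (added as 0.2 uM solution) was preincubated with compound for 10 min at ambient temperature in 50 mM HEPES pH 7.5, 50 mM NaCl, 5 uM MgCl2, 0.05% BSA, 1 mM DTT. OMFP (added at 50 uM) then reacted 10 min; fluorescence read at 485/525 nm.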
# S-ASM inh: Inhibitors of Secretory Acid Sphingomyelinase (S-ASM): qHTS; Sphingomyelin phosphodiesterase (Homo sapiens), P17405; placental ASM, HMU-PC fluorogenic substrate, 60 min; Potency, µM (top dose mostly 57.5 µM), for inactives: at the top dose activity change, negative = inhibition, actives largely listed as inhibitors; hit rate 0.006% among 340,000; also: potency is read from the fitted curve at half-maximal effect
# Target sequence (P17405 47-631 limits assumed): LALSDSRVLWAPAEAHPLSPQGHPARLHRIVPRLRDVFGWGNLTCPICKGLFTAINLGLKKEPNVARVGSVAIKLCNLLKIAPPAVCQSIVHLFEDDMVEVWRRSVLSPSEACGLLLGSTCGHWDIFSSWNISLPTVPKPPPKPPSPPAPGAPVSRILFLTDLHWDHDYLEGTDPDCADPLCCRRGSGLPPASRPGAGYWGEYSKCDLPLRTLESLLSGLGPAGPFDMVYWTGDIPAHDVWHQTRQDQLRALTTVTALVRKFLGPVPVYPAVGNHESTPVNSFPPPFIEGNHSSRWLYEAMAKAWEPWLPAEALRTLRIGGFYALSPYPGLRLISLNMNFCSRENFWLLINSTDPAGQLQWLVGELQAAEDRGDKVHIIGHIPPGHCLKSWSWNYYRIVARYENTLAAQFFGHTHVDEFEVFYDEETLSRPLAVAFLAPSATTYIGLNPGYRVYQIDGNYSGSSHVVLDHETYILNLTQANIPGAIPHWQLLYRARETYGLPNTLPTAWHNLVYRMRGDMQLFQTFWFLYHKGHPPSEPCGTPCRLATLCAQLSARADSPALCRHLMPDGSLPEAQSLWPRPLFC
#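 qHTS format. ASM enzyme prepared from human placenta hydrolyses the fluorogenic substrate HMU-PC0 (9 uM final) over 60 min at 37 °C after a 10 min compound preincubation.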
# GALK inh: qHTS Assay for Inhibitors of Human Galactokinase (GALK); P51570; Purified GALK, Kinase-Glo residual ATP luminescence; Potency, µM (doses to about 57.5 µM), for inactives: at the top dose activity change, negative = inhibition, actives largely listed as inhibitors; hit rate 0.007% among 270,000; also: potency is read from the fitted curve at half-maximal effect; % is scaled to controls: 0 for no effect and ±100 for the full control effect
#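 Luminescence from leftover ATP (Ultra-Glo luciferase/luciferin) served as read-out after a 1 h room-temperature reaction of 5 nM GALK with 35 uM ATP and 100 uM galactose.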
# Menin MLL FP TR: qHTS Assay for Inhibitors Targeting the Menin-MLL Interaction in MLL Related Leukemias: Competition With Texas Red Labeled MLL-derived Mutant Peptide; O00255; Menin + Texas Red MLL mutant peptide, fluorescence polarization; Potency, µM (top dose mostly 61.6 µM), for the others: at the highest dose FP activity change, negative = inhibition, usual class: inhibitors; hit rate 0.23% among 270,000; active = well fitted inhibition curve with a large enough effect in the polarisation, with a control signal flat, not every such curve was filed as active; inconclusive = small, poorly fitted or top-dose-only effect, or effect the other way, or a change in a side signal; inactive = no such curve, though single readings can be large or run the other way; the % refers to the polarisation; also: potency is read from the fitted curve at half-maximal effect; % of control where 0% means no effect; many of its hits are not listed in these tables
# PKM2 act: qHTS Assay for Activators of Human Muscle isoform 2 Pyruvate Kinase. Pyruvate kinase PKM (Homo sapiens), P14618. purified PKM2, Kinase-Glo ATP luminescence, activation; response scale: 0% is enzyme alone, no compound. Potency, µM (titrated, usually from 57.5 µM), inactives show at the highest dose activation, usual class: activators. hit rate 0.34% among 260,000. AID 1631, 2009; also: potency is read from the fitted curve at half-maximal effect; % is scaled to controls: 0 for no effect and ±100 for the full control effect; nearly all actives have a fitted effect of over 55% in size
#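 ATP formation by purified human PK-M2, quantified via coupled luciferase luminescence after 1 h at room temperature with 0.1 mM ADP and 0.5 mM PEP final.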
# * hit, by the source's call; i = inactive; ? = inconclusive; / = not tested or not shown; [ ] = another dose, or the depositor's remark. Unless noted, calls follow the shape of the dose curve; as a rule, active = well fitted curve in the direction sought with a large enough effect; inconclusive = small, poorly fitted or top-dose-only effect, or another doubt; inactive = no such curve, though single readings can be large; an effect the other way counts as inactive or inconclusive. This is a subset; the hit share may differ from the screen's.
# Each structure is followed by: USP2a inh, Mito fusion yeast, TSHR antagonist, Chronic BCR inh, hERG WT inh, MBNL1 CUG block, Eya2 phos inh, S-ASM inh, GALK inh, Menin MLL FP TR, PKM2 act
O=C(N/N=C\c1ccc(Cl)cc1)C1=NOC2COC3(CCN(c4ccc([N+](=O)[O-])cc4)CC3)OCC12 (stereo not drawn)
    9%, -7%, -6, 4%, -38, 7%, 11%, -12%, 1%, /, -3%
N#CC(C(=O)NC1CC1)c1nc2ccccc2nc1N1CCCC1 (stereo not drawn)
    ?, 0%, -4, ?, 8, 4%, 7%, 277%[activator], 0%, 3%, -4%
O=C(NNS(=O)(=O)c1ccc(F)cc1)C1CCN(S(=O)(=O)c2ccccc2)CC1
    -1%, -11%, 7, 1%, -13, -9%, 1%, 0%, 1%, 9%, 0%
O=C1CCN(S(=O)(=O)c2ccccc2)CCN1CCOCc1ccccc1
    3%, 13%, 4, -1%, -2, -18%, 0%, 1%, 0%, /, ?
CCOCCCNC(=O)c1ccccc1NC(=O)C1=C(C)OCCS1
    0%, -11%, 0, -4%, 1, -4%, 1%, -2%, /, 0%, /
CCN1CCN(CC(O)COC(C)C)CC1 (stereo not drawn)
    -1%, 0%, -1, 0%, -24, -9%, 4%, 5%, 6%, 0%, -3%
CCOCCCNC(=O)C(NC(=O)c1ccc(=O)[nH]c1)c1ccc(C)cc1 (stereo not drawn)
    1%, -2%, -1, 1%, 4, -3%, -5%, 1%, 3%, 8%, -18%
C=CCN1C(=O)CSc2ccc(C(=O)NCc3ccco3)cc21
    4%, 12%, -8, 4%, 11, -7%, 13%, -1%, -1%, 10%, 2%
O=[N+]([O-])c1cc(S(=O)(=O)N2CCCC2)ccc1OCc1ccccc1
    2%, ?, 9, ?, 4, 11%, 13%, -6%, -2%, -18%, /
COc1ccc(Nc2nc(N3CCOCC3)nc(N3CCOCC3)n2)c(OC)c1
    -1%, 2%, -28, 2%, 4, -8%, -4%, -1%, -8%, -11%, 0%
O=c1oc2ccccc2nc1/C=C(\O)c1ccc(Br)cc1
    ?, -8%, 25, ?, 3, ?, 3%, 1%, 0%, /, -14%
O=C1N(c2ccccc2)C[C@@H]2C[C@@H](c3cc4ccccc4o3)N3CCC[C@@]123
    2%, 12%, -17, -15%, 4, -3%, -11%, -2%, 1%, -10%, -3%
CCCCCCSc1ccc(-c2nc3cc(C)ccn3c2NC2CCCCC2)cc1
    4%, /, 16, 1%, -11, /, -8%, /, /, /, /
COc1ccc(C2N(c3ccccc3)CCN2c2ccccc2)cc1O
    1%, 4%, -6, ?, 0, 6%, 10%, -6%, 1%, ?, -4%
COc1ccc(C2C(C#N)=C(N)N(c3ccccc3)C3=C2C(=O)CCC3)cc1Cn1cc([N+](=O)[O-])cn1 (stereo not drawn)
    -2%, -1%, -15, 0%, 38, 15%, 18%, 3%, -2%, -25%, 10%
Cc1nn(CC(=O)N2CCC(C)CC2)c(=O)c2cccn12
    0%, 8%, 14, 0%, 4, 0%, -1%, -2%, 0%, -5%, /
Cc1ccc(SCC(=O)OCC(=O)NCCc2ccccc2)cc1C
    1%, 3%, 18, 2%, 2, /, 13%, 2%, /, /, /
O=C(COC(=O)c1ccccc1-c1nc2ccccc2s1)Nc1ccccc1C(F)(F)F
    -7%, 24%, 7, ?, -3, 6%, -7%, 2%, 3%, 11%, 12%
NC(=O)c1sc2nc(N3CCOCC3)c3c(c2c1N)CCCC3
    6%, 5%, 0, ?, -7, ?, 5%, i, -3%, -4%, -3%
O=c1[nH]c2cccnc2n1Cc1ccco1
    1%, 1%, 19, 10%, 7, -7%, ?, 3%, 2%, -17%, 1%
COC(=O)NCC(c1cccnc1)N1CCOCC1 (stereo not drawn)
    3%, -3%, 11, 0%, -7, -1%, -23%, 6%, 0%, 5%, -5%
OCC[C@@H]1C[C@@H](O)[C@H](O)[C@]2(Cc3ccccc3CO2)O1
    -1%, 2%, 0, 1%, -4, -12%, 25%, 7%, /, 20%, -12%
CCCCN1C(=O)c2ccc(C(=O)NC3(C)CCS(=O)(=O)C3)cc2C1=O (stereo not drawn)
    -1%, 1%, 4, ?, -17, /, 6%, 1%, /, /, /
CCc1ccc(/C=N/NC(=O)c2cc(C3CC3)nc3ccc(Br)cc23)s1
    -1%, 3%, 5, ?, 6, -2%, 22%, -1%, 0%, -1%, 1%
Cc1cccc(CN2CCN(CC(C)C)C(CCO)C2)n1 (stereo not drawn)
    5%, -3%, -3, ?, -3, 8%, 11%, 8%, -1%, /, -3%
CC1=C(CC(=O)c2ccccc2)C(=O)c2ccccc2C1=O
    0%, -11%, 39, ?, 18, ?, 12%, -2%, -9%, /, 2%
CCCC[n+]1ccn(C2=C([O-])c3ccccc3C(=O)/C2=N\S(=O)(=O)c2ccc(Br)cc2)c1
    10%, /, 19, 1%, -3, ?, 7%, -9%, /, -30%, 0%
NC(=S)n1[nH]c(-c2ccccc2)c(N=Nc2ccccc2C(=O)N2CCOCC2)c1=O
    -6%, -1%, 4, ?, -10, ?, 17%, -6%, 6%, ?, -14%
CCOc1ccccc1C(C(=O)NC1CCCC1)N(Cc1ccco1)C(=O)CNC(=O)c1ccco1 (stereo not drawn)
    4%, -3%, -3, -14%, -4, -3%, 7%, -2%, 0%, -26%, 8%
COc1ccc(CNc2nc3c(c(=O)n(Cc4ccc(Cl)cc4)c(=O)n3C)n2C)cc1
    -2%, 9%, -45, 9%, -8, -10%, 2%, ?, 6%, ?, 6%
COc1ccccc1NC(=O)COC(=O)c1oc2ccccc2c1C
    -1%, 3%, 36, -1%, -10, 0%, 0%, -3%, 6%, ?, 1%
CCn1c(-c2ccccc2Cl)nn(CC(=O)Nc2cc(Cl)ccc2Cl)c1=S
    6%, 2%, -1, ?, 3, 8%, 6%, -1%, -1%, -7%, -1%
CC1CC(C)CN(C(=O)C2CCN(S(=O)(=O)N3CCC4(CC3)OCCO4)CC2)C1 (stereo not drawn)
    1%, 2%, 9, 5%, -9, -1%, 2%, 7%, 0%, -12%, 0%
CCOc1[nH]n(-c2ccccc2)c(=O)c1C=Nc1ccc(C(=O)OC)cc1
    -2%, 2%, 33, 0%, -3, -6%, 1%, -1%, 7%, 14%, -5%
Cc1c(O)ccc2cc(S(=O)(=O)c3ccccc3)c(=O)oc12
    11%, -9%, -3, 4%, -3, 35%[activator], 9%, i, 2%, 34%[activator], /
O=C(CN1CCN(c2ccccc2O)CC1)NC(=O)NCc1ccco1
    5%, -19%, 10, 1%, 6, 1%, -15%, 0%, -1%, -9%, 8%
CCOC(=O)c1c(NC(=O)CN2C(=O)NC3(CCCCCC3)C2=O)sc(C)c1-c1ccc(C)cc1
    0%, -8%, 13, 4%, 3, ?, 4%, -6%, 1%, -1%, -2%
COc1ccc(N2CCN(S(=O)(=O)c3c(C)noc3/C=C/N(C)C)CC2)cc1
    -1%, 7%, 1, 6%, -7, 4%, -6%, -2%, 1%, ?, -1%[0.46 µM]
CCOC(=O)c1csc(NC(=O)c2cc(-c3ccccn3)nc3ccccc23)n1
    1%, /, 4, ?, -6, /, 2%, -3%, /, /, /
